Source: PubChem BioAssay
PfHsp40 yeast – compounds rescuing yeast from Plasmodium falciparum HSP40 toxicity. actives 0.68% (n = 340,000). S. cerevisiae expressing PfHsp40, growth rescue, ATP luminescence. growth rescue, % at 12.5 µM; in the data active = growth rescue above about 28%, passing the limit was not always enough; inconclusive = no clear call, values can overlap the other calls;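 also: yeast W303a lacking pdr1 and pdr3 grown in galactose medium; growth measured after three days at 30 °C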
VHR inh abs – DUSP3 (human) phosphatase inhibition. inhibition, % at 13.3 µM. AID 1654. recombinant VHR phosphatase, pNPP absorbance. actives 0.52% (n = 290,000). P51452; in the data active = inhibition above about 50%; also: some compounds called inactive have numbers as strong as hits
Anthrax LF inh2 – blocks Bacillus anthracis lethal factor protease. P15917. inhibition, % at 10 µM. actives 0.12% (n = 360,000). multiplex microsphere protease cleavage assay, LF; also: plate controls were buffer without enzyme for full effect and enzyme alone for no effect
SSB-PriA inh – K. pneumoniae PriA-SSBct interaction inhibition; AlphaScreen SSBct-PriA binding, biotinylated peptide; inhibition, % at 33 µM; actives 0.6% (n = 430,000); AID 1272365; in the data active = inhibition mostly above about 37%, no sharp cut-off; inactive = mostly below about 20%;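 also: plate controls were negative control peptide for no effect and reference peptide for full effect; strong numbers were not always called active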
SARS 3CLpro inh – SARS-CoV 3CLpro protease inhibition; P0C6X7; recombinant SARS-CoV 3CLpro, quenched FRET peptide cleavage; inhibition, % at 6 µM; actives 0.14% (n = 290,000); in the data active = inhibition above about 12%
TcdB GH inh – inhibitors of Clostridioides difficile toxin B glycohydrolase. inhibition, % at 9.99 µM. actives 0.24% (n = 350,000). TcdB glycohydrolase enzymatic assay, plate reader. P18177; in the data active = inhibition above about 10%
Y pestis TopoI – blocks Yersinia pestis topoisomerase I activity; Y. pestis Topo-I cleavage product accumulation, plate reader; activity, % at 10 µM; actives 0.064% (n = 360,000); in the data active = activity above about 50%, passing the limit was not always enough; inconclusive = no clear call, values can overlap the other calls; also: inactives centre near 2
CCHF vOTU inh – CCHFV vOTU protease inhibition. Pep-AMC fluorescence. inhibition, % at 11.5 µM. actives 0.55% (n = 370,000); in the data active = inhibition above about 30%; also: 0% = vehicle wells with enzyme and 100% = no enzyme wells
BH1578 lux ind – quorum light induction in luxS cqsA deficient V. cholerae; V. cholerae BH1578 lux reporter, luminescence, 6 h; actives 0.16% (n = 350,000); AID 588436; activation, % at 18.7 µM; in the data active = activation mostly above about 9.7%, no sharp cut-off; inconclusive = no clear call, values can overlap the other calls; inactive = mostly below about 3.7%; also: not every result past the cut was called active; inactives centre near 0; reference of the scale not given here
BoNT-A LC inh2 – inhibitors of Botulinum neurotoxin A light chain protease; multiplex microsphere protease substrate cleavage, flow cytometry; inhibition, % at 10 µM; actives 0.17% (n = 360,000); AID 588499; also: plate controls were buffer without enzyme for full effect and enzyme alone for no effect
* marks the source's active call; other numbers are inactive results; i = inactive; ? = inconclusive; · = no result given. Rule as the data show it, unless noted: active = inhibition above about 30%; inconclusive = no clear call, values can overlap the other calls; inactive = below that. This is a subset; rates above refer to the full screens.

Molecule,PfHsp40 yeast,VHR inh abs,Anthrax LF inh2,SSB-PriA inh,SARS 3CLpro inh,TcdB GH inh,Y pestis TopoI,CCHF vOTU inh,BH1578 lux ind,BoNT-A LC inh2
CN(CC(=O)Nc1ccc(OC(F)(F)F)cc1)C(=O)Cn1c(=O)cnc2ccccc21,0.8,·,-7,0,·,-3.2,-5,5,-5.5,-0.2
Cc1ccc(C(=O)NC(=C(Cl)Cl)S(=O)(=O)c2ccccc2)cc1,1.8,-4,1,-1,21*,-0.4,-7,11,-0.2,0.1
CCCCCc1nc2c(=O)[nH]c3ccccc3c2o1,1.2,-8,-4,-6,-1,·,4,3,5.7,0.2
Cc1ccccc1NC(=O)Cc1nc(COC(=O)c2nc(Cl)ccc2Cl)cs1,0.7,·,1,7,·,0.6,9,-12,i,-3.8
Cc1cc(C)cc(NC(=S)NCc2ccc3c(c2)OCO3)c1,0.6,·,1,11,9,1.0,-2,10,-0.4,-0.5
O=C(NC1CCCC1)C(c1ccncc1)N(C(=O)c1ccco1)c1ccc(F)c(Cl)c1 (configuration not stated),-0.4,45,0,-1,-1,0.3,9,-9,-0.3,0.6
CCOc1ccc(CNC(=S)N/N=C\c2ccc([N+](=O)[O-])cc2)cc1,-0.5,-10,0,·,-3,·,-17,10,-0.5,-0.2
CCCCCCSc1ccc([C@@H]2[C@H]3C(=O)N(CC)C(=O)[C@H]3[C@]3(C(=O)OC)CCCN23)cc1,1.2,·,-7,-5,·,-1.2,14,10,i,-0.7
CCC(CC)c1nnc(NC(=O)CC(C)c2ccccc2)s1 (configuration not stated),-1.1,-3,-6,-11,4,2.5,4,6,-0.4,0.4
Cc1cc(C(=O)CSc2nnc(-c3cccnc3)n2-c2ccccc2F)c(C)n1C,-0.3,·,-1,-2,-4,·,8,0,-0.3,2.0
CCCN(CC(=O)Nc1ccccc1C)C(=O)Cc1coc2cc(C)ccc12,-0.5,14,2,-17,4,1.3,33,-7,i,1.2
Oc1ccccc1-c1nc(N2CCCC2)c2ccccc2n1,-2.2,30,-2,-9,-4,·,8,0,i,1.2
N=C1SC(CC(=O)Nc2ccccc2[N+](=O)[O-])C(=O)N1c1ccccc1 (configuration not stated),0.1,-16,1,-1,1,-1.9,0,-1,-0.6,-2.9
CCCS(=O)(=O)N1CCC(C(=O)NCCN2CCCC2)CC1,-0.1,10,-2,-5,1,·,-1,8,i,0.1
Cc1ccc(Cl)cc1N1CCN(C(=O)C(=O)N2CCCCC2)CC1,-0.6,2,1,-6,2,1.6,23,-5,-0.4,-0.9
COc1ccc(CNC(=O)C(OC(=O)c2ccco2)c2ccccc2)cc1 (configuration not stated),1.0,2,1,-4,-7,-0.5,-3,2,-1.6,-0.1
CC1(C)CC(=O)c2c(oc3ccc(NS(=O)(=O)c4ccc(C(=O)O)cc4)cc23)C1,-0.9,14,1,-6,2,0.7,7,1,0.3,0.1
CCOc1ccccc1NC(=O)c1cc2ccccc2o1,·,·,-6,·,·,-0.2,28,5,i,-0.5
O=C(O)c1cccc(N2C(=O)C3CC=CCC3C2=O)c1 (configuration not stated),-0.3,4,-1,-1,-5,·,7,10,i,-0.9
CC(=O)Nc1ccc(S(=O)(=O)N2CCN(c3cc(C(F)(F)F)ccn3)CC2)cc1,0.0,10,-6,-8,9,1.1,11,-7,-0.5,-0.2
C/C=C/c1ccc(OCC(=O)N2CCc3cc(OC)c(OC)cc3C2)c(OC)c1,0.3,26,-6,-2,-1,1.4,5,12,i,-1.2
O=C(CSc1ncnc2sccc12)NCc1ccc2c(c1)OCO2,-1.4,·,·,0,·,1.9,-3,-3,i,·
CCOc1c2ccc(C(=O)NCc3ccccc3OC)cc2nn1CC,1.3,30,-4,1,0,·,3,-39,8.3,-1.4
CCOC(=O)[C@]12CCC=C1N(Cc1ccc(Cl)cc1Cl)C(=O)[C@H](CC(=O)NCCc1ccccc1OC)C2,·,·,-4,·,·,1.9,·,16,·,0.0
CC1Cc2ccccc2N1C(=O)CN1CCN(S(=O)(=O)c2ccc3c(c2)OCCCO3)CC1 (configuration not stated),·,·,-2,·,·,0.9,40,15,-0.2,-0.6
COc1ccc(OCCCC(=O)NCCc2ccc(OC)c(OC)c2)cc1,0.8,-4,2,-2,-1,0.7,-4,7,1.6,0.2
O=C(NNC(=S)NCc1ccccc1)c1cccnc1,-0.8,-3,-1,2,0,-0.2,9,2,-1.7,1.7
CN(C(=O)C=Cc1ccccc1)c1ccccc1,-0.3,·,-3,-13,·,1.7,4,1,i,0.2
CCOC(=O)c1ccc(S(=O)(=O)NNC(=O)Cc2csc(C)n2)cc1,0.0,·,·,-4,·,0.5,5,1,i,·
CC[C@]1(C(=O)OC)[C@H]2C(=O)N(Cc3ccccc3)C(=O)[C@H]2[C@H]2CN=C(SCc3ccc(Cl)cc3)N21,0.6,·,-1,-12,·,·,26,·,-1.1,-0.2
O=C(CCn1c(=S)[nH]c2ccccc2c1=O)NCCCN1CCOCC1,2.9,10,3,-5,-2,·,5,-6,-2.5,0.8
COCCC(=O)N1CCC(Oc2ccc(C(=O)NCCn3cccn3)cc2)CC1,-0.2,14,-3,-1,5,-6.2,0,15,-0.5,-1.7
CC1CCN(c2ccc(-c3cccs3)nn2)CC1,-5.6,-9,7,3,6,-0.2,13,15,0.4,-0.6
CN(c1ccccc1)S(=O)(=O)c1cccc(C(=O)OCC(=O)NCc2ccccc2)c1,-0.3,·,1,4,·,0.4,30,-11,i,-0.5
O=C1OC(O)c2cccc3cccc1c23 (configuration not stated),·,·,3,·,·,4.2,-9,-19,-0.3,0.5
C/C(CCc1ccc2c(c1)OCO2)=N\NC(=O)c1ccccc1Cl,0.7,-3,0,·,3,·,-3,3,0.1,-0.1
Fc1ccccc1OCCCCCCN1CCCC1,0.3,0,-3,0,-1,·,16,1,-5.6,2.2
CCn1c(CSc2nnc(C)n2-c2ccccc2)nc2cc(S(=O)(=O)N(C)C)ccc21,0.3,21,0,-12,1,·,-1,-4,i,0.3
COc1cccc(C2Nc3cccc4cccc(c34)N2)c1,9.3,9,-6,7,2,0.0,-15,13,-3.2,0.1
O=C(Nc1cccc(-c2csc(Nc3ccc(Cl)cc3)n2)c1)c1cccc(C(F)(F)F)c1,?,11,-4,6,·,-1.6,-10,14,i,-0.5
Cc1ccc(NC(=O)CN(C)CC(=O)N(C)Cc2ccccc2)cc1,-0.7,·,3,-3,·,1.2,6,-12,i,3.7
COc1ccccc1NC(=S)N(Cc1ccccc1)Cc1cccs1,-0.1,-13,-6,-18,2,1.4,0,-8,-0.3,-0.5
NC(=O)[C@@H]1CCCCNc2c(F)cc([N+](=O)[O-])cc2C(=O)N[C@@H](CC(=O)O)C(=O)N[C@@H](CCC(=O)O)C(=O)N1,-0.9,8,-11,0,0,·,4,·,1.4,-0.6
Cc1ccc([C@H]2C[C@@H](n3cc(-c4ccc(F)cc4)nn3)[C@H](O)CN2C(=O)c2cccs2)cc1,·,·,-7,·,·,-0.1,22,8,-0.3,-0.4
COc1ccc(/C=C/C(=O)OCC(=O)Nc2cc(C(F)(F)F)ccc2Cl)cc1,-0.7,-5,1,5,4,-0.4,-4,16,i,-0.3
Cn1ccnc1SCC(=O)Nc1ccc([N+](=O)[O-])cn1,-2.1,0,0,5,-1,0.7,-11,-1,i,3.0
CCN(CC)S(=O)(=O)c1cc(C(=O)N2CCc3ccccc32)ccc1Cl,-0.4,20,2,-14,1,·,10,14,-0.3,0.2
COc1ccc(/C=C/C(=O)OCC(=O)Nc2cc(S(=O)(=O)N(C)C)ccc2Cl)cc1,-0.1,18,-2,-9,2,5.4,0,-3,-0.3,-0.1
CCO/N=C/C(=O)Nc1ccc(F)cc1F,-1.3,7,0,·,1,0.2,5,4,-0.3,0.0
C=CCCCCCCCC(=O)OC,-0.4,21,-11,0,-3,-1.5,2,7,-0.3,-1.0

(more compounds)
Molecule,PfHsp40 yeast,VHR inh abs,Anthrax LF inh2,SSB-PriA inh,SARS 3CLpro inh,TcdB GH inh,Y pestis TopoI,CCHF vOTU inh,BH1578 lux ind,BoNT-A LC inh2
Cc1cccc(OCC(=O)Nc2cc(NC(=O)COc3cccc(C)c3)cc(C(=O)O)c2)c1,0.2,39,-2,-12,6,-1.4,10,10,i,0.9
COc1ccccc1C(=O)NCC(=O)N/N=C/c1ccncc1,0.9,22,-1,·,-10,0.9,-7,7,-0.2,0.2
CC(C)(C)OC(=O)N1CCC(NC(=O)c2nc[nH]c2C(=O)NC2CCN(C(=O)OC(C)(C)C)CC2)CC1,1.6,·,-6,5,·,-0.7,28,-1,-8.3,0.0
Cc1ccc2nc(NS(=O)(=O)c3cn(C)nc3C)sc2c1,-0.1,10,4,-1,1,0.0,10,-2,-0.1,-0.2
C=CCNC(=S)N1CCC(C(=O)c2ccc(F)cc2)CC1,4.1,20,6,-3,4,0.3,-1,-13,i,-1.1
COc1ccccc1NS(=O)(=O)c1ccc(-c2cc(C)no2)s1,-1.5,-7,1,-10,10,-1.9,13,3,-0.4,1.8
CC(=O)Nc1ccc(NC(=O)C2CCCCC2C(=O)O)cc1 (configuration not stated),-0.9,7,-3,6,3,·,-3,-4,-2.7,-0.1
Cc1ccc(NC(=O)C2(NC(=O)c3cccc(N4C(=O)CSC4c4ccccc4)c3)CCCCC2)cc1 (configuration not stated),2.8,16,4,5,5,·,1,0,i,1.5
C=CCn1c(SCC(=O)NCC(c2ccccc2)N(C)C)nnc1C1CCCCC1 (configuration not stated),-0.5,·,·,5,·,1.8,2,4,i,·
COc1ccc(-c2oc3ncnc(NCCCN(C)C)c3c2-c2ccc(OC)cc2)cc1,1.6,5,6,12,-1,1.9,1,-39,-0.8,-1.2
CC(C)c1ccc(N(CC(=O)Nc2ccc(S(=O)(=O)N3CCOCC3)cc2)S(C)(=O)=O)cc1,3.0,9,-2,19,-4,·,7,-2,-0.4,-0.8
Cc1ccc2c(c1)CC1(CN2C)C(=O)NC(=O)N(c2cccc(C)c2C)C1=O (configuration not stated),-0.4,14,-3,0,2,·,14,-6,i,-0.2
O=c1ccc(Cl)n[nH]1,-0.9,15,-8,2,0,1.0,-6,-6,-0.5,-5.0
COc1ccc(CC(N)c2csc(NC(=O)c3cc(C(C)(C)C)oc3C)n2)cc1 (configuration not stated),·,·,-13,·,·,-0.2,-8,23,-0.9,-1.2
COc1cc(-c2nnn(CC#N)n2)ccc1OCc1ccccc1,4.5,17,-3,10,3,·,8,-7,-2.2,-0.7
Cc1ccc(C(=O)N/N=C2/NC(=O)CC(C(=O)Nc3ccccc3)S2)cc1 (configuration not stated),-0.6,28,1,·,-4,0.1,1,-9,i,0.5
COCC1CCCCN1C(=O)c1cc(COc2ccc3ncccc3c2)on1 (configuration not stated),1.2,-4,-1,-13,-3,0.3,14,-4,-0.2,1.1
COc1ccc(C(O)c2nc(-c3cccc(F)c3)cs2)cc1 (configuration not stated),·,·,1,·,·,-4.8,6,19,i,-0.4
Cc1ccsc1C(=O)N1CCN(C(=O)c2ccco2)CC1,-0.7,·,0,-5,·,-1.0,-1,0,0.1,2.0
O=C(Nc1nc2nccc(-c3ccccc3)n2n1)C(Cl)(Cl)Cl,1.3,-2,-1,-3,3,0.5,0,-149,-0.2,0.0
c1ccc(-c2ccncn2)cc1,-0.3,·,0,-5,·,0.6,1,7,i,-0.2
